Screening data deposited in PubChem BioAssay by PCMD.
FXIa inh: human FXIa protease inhibitors, primary screen, biochemical, single compound per well. purified human FXIa, fluorogenic AMC substrate cleavage. hit rate 0.3% among 33,000. Coagulation factor XI (Homo sapiens), P03951. inhibition, % at 10 µM;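 active = inhibition above 40% in the primary screen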;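 also: 0% = enzyme without compound and 100% = blank wells lacking enzyme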
FXIIa inh: human FXIIa protease inhibitors, primary screen, biochemical, single well. hit rate 0.2% among 33,000. inhibition, % at 10 µM. Coagulation factor XII (Homo sapiens), P00748. purified human FXIIa, AMC substrate fluorescence, 2 h. AID 701, 2007; in the data active = inhibition above about 30%;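 also: 0% = enzyme with vehicle only and 100% = no enzyme blank; many of its hits are not listed in these tables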
Target sequence (P00748 20-372 limits assumed): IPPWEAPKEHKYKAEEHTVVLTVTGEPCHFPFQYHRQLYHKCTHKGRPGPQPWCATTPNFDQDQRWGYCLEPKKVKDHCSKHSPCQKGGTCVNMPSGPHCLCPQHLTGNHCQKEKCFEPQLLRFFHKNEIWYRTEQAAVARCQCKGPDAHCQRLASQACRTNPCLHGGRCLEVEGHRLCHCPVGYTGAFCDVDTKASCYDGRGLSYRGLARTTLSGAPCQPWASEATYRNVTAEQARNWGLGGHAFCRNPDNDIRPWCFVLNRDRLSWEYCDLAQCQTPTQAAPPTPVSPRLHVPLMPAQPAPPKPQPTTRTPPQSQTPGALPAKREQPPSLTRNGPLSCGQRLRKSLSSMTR
Target sequence (P00748 373-615 limits assumed): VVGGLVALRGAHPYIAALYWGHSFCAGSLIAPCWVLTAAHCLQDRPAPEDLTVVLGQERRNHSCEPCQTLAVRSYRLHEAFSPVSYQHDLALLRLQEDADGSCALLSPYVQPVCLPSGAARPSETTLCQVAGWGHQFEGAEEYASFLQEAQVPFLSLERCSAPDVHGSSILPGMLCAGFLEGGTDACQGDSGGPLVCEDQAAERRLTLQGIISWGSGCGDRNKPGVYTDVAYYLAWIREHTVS
* hit, by the source's call.

SMILES | FXIa inh | FXIIa inh
CCOC(=O)CCP(=O)(O)C(C)(O)c1ccccc1 (stereo not drawn) | -7 | 6
CNC(=O)c1nc[nH]c1C(=O)NC | -6 | 1
COc1cc2c(cc1OC)CN(C(=O)CSc1nc(C)cc(C)c1C#N)CC2 | -2 | 3
O=C(c1ccccc1)N1CCCc2ccccc21 | -1 | -2
CCOC(=O)c1c(-c2ccccc2)oc2ccc(O)c(CN3CCCC3)c12 | 33 | -12
CCS(=O)(=O)N1Cc2ccccc2CC1C(=O)NC(C)C12CC3CC(CC(C3)C1)C2 (stereo not drawn) | 9 | 6
CCC(C)[C@H](NC(=O)NCc1cccc(OC)c1)C(=O)OC (stereo partly drawn) | 1 | -13
COC(=O)C1=C(C)N=C2SC(C)C(=O)N2C1c1ccc(C(=O)OC)cc1 (stereo not drawn) | -2 | 4
COC(=O)[C@@H](NC(=O)Nc1cc(Cl)ccc1C)C(C)C | -5 | -1
CSc1nc(C)cc(Oc2ccc(OCCOc3ccccc3)nn2)n1 | -6 | 5
Cc1ccc(S(=O)(=O)N(CC(=O)N2CCN(c3ccccc3F)CC2)C2CCCCC2)cc1 | 2 | 4
COc1ccc(-n2nc(C(=O)Nc3ccc(OC)c(OC)c3)c3c4ccccc4n(C)c3c2=O)cc1 | 12 | 6
CN1C2=NCCN2C(=O)c2ccccc21 | 10 | 1
COc1ccccc1CNC(=O)c1ccccc1NS(C)(=O)=O | -3 | 6
COc1ccc(C(=O)NC(=S)Nc2ccc3c(c2)Cc2ccccc2-3)cc1 | 8 | 7
O=C(CSc1ncn(-c2ccccc2)n1)Nc1nccs1 | -6 | -3
COc1nc(NS(=O)(=O)c2ccc(C)cc2)nc(C)c1Cl | 3 | -19
CCOc1ccc(C)cc1S(=O)(=O)N1CCCCC1 | 2 | 8
CCOc1ccccc1NC(=O)C1CCCN(S(=O)(=O)c2ccc(OC)c(C)c2)C1 (stereo not drawn) | -5 | 2
CCCN(CCC)C(=O)CC(c1ccccc1)c1cc(Br)ccc1O (stereo not drawn) | -10 | 10
CC(C)C(=O)Nc1nc2cc3c(cc2s1)OCO3 | -13 | -13
CCCNc1nc2c(c(=O)[nH]c(=O)n2C)n1Cc1cccc(Br)c1 | -1 | 5
COc1ccccc1N1CCN(C(=O)Nc2cccc(Cl)c2)CC1 | 12 | -8
O=C1c2ccccc2-c2c1cccc2C(=O)N1CCOCC1 | -1 | -2
COCc1nc2sc(C)c(C)c2c(=O)[nH]1 | 0 | -12
CN(C)S(=O)(=O)c1ccc(C(=O)Nc2ccccc2C(=O)O)cc1 | 0 | -1
Cc1cc(C)n(CCOC(=O)c2sc3ccccc3c2Cl)n1 | 27 | 2
CCOc1ccccc1N1CCN(Cc2ccc(OC)c(OC)c2)CC1 | 11 | 2
COC(=O)c1ccccc1NC(=O)c1ccc(-c2ccc(Br)cc2)o1 | 1 | 1
CC(C)NS(=O)(=O)c1ccc(CCC(=O)Nc2ccc3c(c2)OCO3)cc1 | -4 | 14
CCc1nnc(NC(=O)Cn2nnc(-c3ccccc3F)n2)s1 | -4 | 23
O=S(=O)(c1cccs1)N1CCC(Cc2ccccc2)CC1 | -9 | 7
CCOc1ccc(C2=Nn3c(nnc3-c3cccnc3)SC2)cc1 | -3 | -11
O=C(Nc1ccccc1C(=O)O)c1ccc(Cl)c(S(=O)(=O)N2CCOCC2)c1 | 0 | 15
O=C(Nc1cccc2cccnc12)c1ccc2c(c1)OCCO2 | 22 | 6
c1ccc2c(-c3nnc(SCc4cn5ccccc5n4)o3)c[nH]c2c1 | 19 | -13
Oc1ccc(Cl)cc1-c1cc(-c2ccco2)[nH]n1 | -10 | 5
CC(NC(=O)c1ccc(Br)s1)C1CCCO1 (stereo not drawn) | -3 | 7
COc1cc(S(=O)(=O)N2CCC(N3CCCCC3)CC2)ccc1-n1cnnn1 | -1 | 0
COc1ccc2nc(N3CCC(O)CC3)c(C#N)cc2c1 | 0 | -16

Six records picked at random from those above, as already listed:
SMILES | FXIa inh | FXIIa inh
O=S(=O)(c1cccs1)N1CCC(Cc2ccccc2)CC1 | -9 | 7
COC(=O)c1ccccc1NC(=O)c1ccc(-c2ccc(Br)cc2)o1 | 1 | 1
O=C(Nc1cccc2cccnc12)c1ccc2c(c1)OCCO2 | 22 | 6
O=C(Nc1ccccc1C(=O)O)c1ccc(Cl)c(S(=O)(=O)N2CCOCC2)c1 | 0 | 15
CCc1nnc(NC(=O)Cn2nnc(-c3ccccc3F)n2)s1 | -4 | 23
CC(C)NS(=O)(=O)c1ccc(CCC(=O)Nc2ccc3c(c2)OCO3)cc1 | -4 | 14

Next part
SMILES | FXIa inh | FXIIa inh
CC1CC(CC(C)C(=O)Nc2nncs2)C(=O)O1 (stereo not drawn) | 5 | 10
CCn1c(NN)nc2sc3c(c2c1=O)CCC3 | 2 | 10
CC(=O)C1=C(C)NC(SCC(=O)c2ccc(-c3ccccc3)cc2)=C(C#N)C1c1cccnc1 (stereo not drawn) | -2 | 6
Cc1[nH]c(=O)c(C#N)c2c1CSC(C)(C)C2 | 29 | -13
Cc1cccc(N2CCN(C(=O)C(C)C)CC2)c1C | 25 | -15
COc1cc(NC(=O)c2ccccc2)c(OC)cc1Cl | 0 | 4
CC1CCCN(C(=O)C2CCCN(S(=O)(=O)c3cccc4nsnc34)C2)C1 (stereo not drawn) | -4 | 9
CCC/C(O)=C1\C(=O)CC(C)(C)CC1=NCCO | 20 | 5
O=C(CSc1c2c(nc3cc(Cl)ccc13)CCCC2)NCc1ccco1 | -5 | 10
CCC(C)NC(=O)C1CCCN(C(=O)NC2CCCCC2)C1 (stereo not drawn) | 5 | 6
CCOC(=O)c1c(C)[nH]c(N=Nc2cccc(C)c2)c1C | 12 | 7
Cc1ccc(O)c(C(=O)c2cnc3c(c2)COc2ccccc2-3)c1 | -1 | 2
N#Cc1ccc(NC(=O)c2sc3cc(C(F)(F)F)cnc3c2-c2cccs2)cc1 | -2 | -1
CCOC(=O)c1ccc(CSc2nncn2N)o1 | 4 | 2
COc1cccc(CNc2ccc(F)c(Cl)c2)c1 | -7 | -3
COc1cc(C(=O)N[C@H](C(=O)NC(C)C23CC4CC(CC(C4)C2)C3)C(C)C)cc(OC)c1OC (stereo partly drawn) | -2 | 16
CN(CC(=O)OCC(=O)Nc1ccccc1)S(=O)(=O)c1ccc(Cl)cc1 | -5 | 2
CN1CC(c2ccccc2)C2(SC(=S)N(Cc3ccco3)C2=O)C12C(=O)Nc1ccccc12 (stereo not drawn) | 9 | 3
COc1ccc(C2=NOC(C(=O)NCc3ccccn3)C2)cc1 (stereo not drawn) | -6 | 7
CCC(=O)Nc1sc2c(c1C(N)=O)CCC2 | 3 | 7
COc1ccccc1C(=O)N1CCNC(=O)C1CC(=O)Nc1cccc(C)c1 (stereo not drawn) | 6 | 3
Cc1ccc(Nc2nnns2)cc1C | -2 | -2
Cc1ccc(Sc2ncnc3onc(C)c23)cc1 | 6 | 5
COc1ccc(S(=O)(=O)N2CCN(C(=O)c3cnc(C)cn3)CC2)cc1 | -1 | 5
CCN(CC)S(=O)(=O)c1cccc(C(=O)N[C@H](C(=O)OCC(=O)NC(=O)NC)C(C)C)c1 | 2 | 1
O=c1c([N+](=O)[O-])c(NC2CCCCC2)c2ccccc2n1-c1ccccc1 | 7 | -12
CCOc1ccc(-c2cnc3n2CCC3)cc1 | -8 | 7
CCn1c(=O)cc(SCC(=O)Nc2ccc(Cl)cc2)c2ccccc21 | 3 | 10
Cc1c(C(=O)NCc2ccccc2)oc2c1C(=O)CCC2 | 3 | 0
CCn1c(COc2ccc3c(c2)OCO3)nnc1SCC(=O)c1ccc(Cl)cc1 | -6 | 2
O=C(NCc1cccs1)Nc1cccc(Cl)c1 | -1 | 7
CCN(CC)CCn1c(NCc2ccco2)nc2ccccc21 | -8 | -2
O=C(Cn1cnc2sc(-c3ccccc3)cc2c1=O)NCc1ccccc1 | -3 | 10
COc1ccc(CN2CC(C(=O)NCc3ccc4c(c3)OCO4)CC2=O)cc1 (stereo not drawn) | 32 | 2
O=C(CN(c1ccc(F)cc1)S(=O)(=O)c1ccc2c(c1)OCCO2)Nc1ccccc1 | 11 | 4
COc1ccc(N2C(=O)CCC2(C#N)c2ccc(Br)cc2)cc1 (stereo not drawn) | -5 | 8
COC(=O)c1cc(C(=O)OC)n(Cc2ccc(Br)cc2)n1 | 7 | 4
O=C(COC(=O)c1ccncc1)Nc1cccc(Cl)c1 | -11 | 5
COc1cc(NC(=O)Cn2nnc(-c3ccccc3N)n2)cc(OC)c1 | 4 | 4
Cc1cc(NC(=O)CN2C(=O)NC(C)(c3ccccc3)C2=O)no1 (stereo not drawn) | 16 | -14
CCOCCn1c(CCCO)nc2ccccc21 | -2 | -15
CCOC(=O)c1c(NC(=O)c2nn(CC)cc2Br)c(C#N)nn1-c1ccccc1 | 4 | 5
Cn1c(SCC#N)nnc1-c1cnccn1 | 0 | 5
CCCC(=O)N(Cc1cc2ccccc2[nH]c1=O)c1ccccc1OC | 3 | -1
COc1ccc2c(c1)c1nc3ccccc3nc1n2CC(=O)OC(C)C | 4 | 6
COc1ccc(NC(=O)c2nc3nccc(C)n3n2)cn1 | -12 | 4
COc1cc2c(cc1OC)CN(C(C)C(=O)N1CCc3ccccc31)CC2 (stereo not drawn) | 27 | 3
COCCCn1c(-c2ccc(OC)cc2)nc2nc3ccccc3nc21 | 2 | -2
COc1cccc(OCCCN2CCN(S(=O)(=O)c3ccc(NC(C)=O)cc3)CC2)c1 | 10 | 4
O=C(c1ccco1)N1CCN(Cc2ccc(Cl)cc2)CC1 | 0 | 8
Cc1nc2sc(C(c3ccco3)N3CCN(c4cccc(Cl)c4)CC3)c(O)n2n1 (stereo not drawn) | -1 | 3
Cc1noc(C)c1COC(=O)CCc1nc2ccccc2s1 | -2 | 3
CCOC(=O)Cc1cc(=O)n2[nH]c(C)c(-c3ccc(Cl)cc3)c2n1 | 11 | -1
CN1CCN(c2ccc(NC(=O)c3ccccc3Br)cc2)CC1 | -2 | 4
CNC(=O)CCn1nc(-c2ccc(Cl)cc2)c2ccccc2c1=O | -4 | 0
O=C(NCCc1csc(-c2cccnc2)n1)c1cccc2ccccc12 | -3 | 0
COc1cccc(NC(=S)/C(=C(\[O-])c2ccc(C)c([N+](=O)[O-])c2)[n+]2ccccc2)c1 | -4 | 7
COc1cc(C(=O)Nc2ccc(S(=O)(=O)NC(C)C)cc2)cc(OC)c1OC | -1 | 0
CN(CC(N)=O)S(=O)(=O)c1ccc(F)cc1 | 2 | 4
CCN(CC)CC(O)COc1ccc2c(c1)OCO2 (stereo not drawn) | 13 | 7

Another view of four compounds above:
Screens in order: FXIa inh | FXIIa inh
> CN1CCN(c2ccc(NC(=O)c3ccccc3Br)cc2)CC1
 : -2 | 4
> COc1cccc(NC(=S)/C(=C(\[O-])c2ccc(C)c([N+](=O)[O-])c2)[n+]2ccccc2)c1
 : -4 | 7
> COc1cc2c(cc1OC)CN(C(C)C(=O)N1CCc3ccccc31)CC2 (stereo not drawn)
 : 27 | 3
> Cn1c(SCC#N)nnc1-c1cnccn1
 : 0 | 5

Three of these compounds in a different format.
FXIa inh,FXIIa inh,Structure
11,-1,CCOC(=O)Cc1cc(=O)n2[nH]c(C)c(-c3ccc(Cl)cc3)c2n1
-2,4,CN1CCN(c2ccc(NC(=O)c3ccccc3Br)cc2)CC1
-4,0,CNC(=O)CCn1nc(-c2ccc(Cl)cc2)c2ccccc2c1=O

(continued)
SMILES | FXIa inh | FXIIa inh
O=C(Nc1ccc(S(=O)(=O)N2CCc3ccccc3C2)cc1)C1CCCO1 (stereo not drawn) | -3 | 8
C=CCn1c(CCNC(=O)c2cccs2)nnc1SCC(=O)c1ccc(Cl)cc1 | 2 | 6
CC1CN(C(=O)CSc2nc(-c3ccccc3)cs2)CC(C)O1 (stereo not drawn) | 3 | 8
O=S(=O)(Nc1cccnc1)c1ccc(C2CCCCC2)cc1 | 6 | 8
CCOC(=O)N1CCC2(CC1)C(C#N)=C(N)OC1=C2C(=O)CC(C)C1 (stereo not drawn) | 2 | 9
CC(C)(C)N(Cc1ccccc1)C(=O)CSc1nnc(CNc2ccc(F)cc2)o1 | 3 | 2
CN(C)C(=O)COC(=O)/C=C/c1ccccc1[N+](=O)[O-] | -9 | 16
CCOC(=O)C(NC(C)=O)(Nc1ccc(S(=O)(=O)Nc2ccncn2)cc1)C(F)(F)F (stereo not drawn) | -1 | 4
CCOC(=O)C1CCCN(C(=O)c2cc3c(=O)n4cccc(C)c4nc3n2C)C1 (stereo not drawn) | 0 | 0
Cc1cc(N2CCCC2=O)cc(C)c1S(=O)(=O)NCCOc1ccc(C(C)(C)C)cc1 | -1 | 4
Nc1ccccc1Nc1ccccc1 | 3 | 5
Cc1cccc(NC(=O)C2CCN(S(=O)(=O)c3cccc4nsnc34)CC2)c1 | -6 | 8
CCc1c(C)nc2ncnn2c1N1CCCC(C(=O)NCCc2ccccc2)C1 (stereo not drawn) | 3 | 19
Nc1cc(C(=O)c2ccccc2)ccc1N1CCOCC1 | 2 | -17
Cc1cc(NC(=O)CCC(=O)N(Cc2cccs2)C(C(=O)NC2CCCC2)c2cccnc2)no1 (stereo not drawn) | -7 | 1
C[C@]12CC[C@@H]3c4ccc(O)cc4CC[C@H]3[C@@H]1CC[C@@H]2OC(=O)CCC(=O)O | -1 | 8
C=CCn1c(N)c(C(=O)OC(C)CC)c2nc3ccccc3nc21 (stereo not drawn) | -4 | -20
CN(C)S(=O)(=O)c1cccn1-c1ncc(C(F)(F)F)cc1Cl | 1 | 2
COc1ccc(C2CC(=O)C3=C(C2)Nc2ccccc2N(C(=O)C2CC2)C3c2cccnc2)cc1OC (stereo not drawn) | 7 | 3
CCCCC(=O)O[C@H]1CC[C@H]2[C@@H]3CCc4cc(O)ccc4[C@H]3CC[C@]12C | 5 | 2
CC(C)n1nnnc1SCC(=O)NCc1ccc2c(c1)OCO2 | -5 | -2
CN(Cc1ccccc1)c1nc2c(c(=O)[nH]c(=O)n2C)n1CCSc1ncccn1 | 0 | 7
O=C(CSCc1ccccc1)N1CCN(C(=O)c2ccco2)CC1 | -1 | 5

A portion of the library, so the mix of outcomes need not match the whole.
